Screening results: PubChem BioAssay, several laboratories
GLD-1 RNA inh – GLD-1-TGE RNA interaction inhibition (C. elegans) | Q17339 | purified GLD-1 + fluorescein TGE RNA, fluorescence polarization | inhibition, % at 5.96 µM | 0.44% of 320,000 active | AID 2280;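 active = percent inhibition above a per-plate cutoff, the plate mean of test compounds plus 3 SD, cut at about 30% in these data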;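 also: 0% = DMSO wells with GLD-1 and probe and 100% = wells lacking GLD-1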
AHR act – activates the human aryl hydrocarbon receptor. AID 2796. P35869. 2.5% of 320,000 active. AHR-responsive luciferase reporter cells, luminescence. activation, % at 5 µM; in the data active = activation above about 47%;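 also: 0% = vehicle wells and 100% = reference agonist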
Bcl-xL primary – Bcl-xL (human) inhibition. Q07817. GST-Bcl-xL / FITC-Bim BH3 peptide fluorescence polarization. inhibition, % at 10.9 µM. 0.7% of 320,000 active. AID 2129;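 active = inhibition above the mean of all tested compounds plus 3 SD, cutoff set per campaign, cut at about 30% in these data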;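 also: 0% = DMSO wells and 100% = unlabeled Bim-BH3 peptide competitor; inhibitors lower millipolarization by displacing the labeled peptide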
MCL1 BIM primary – MCL1-BIM-BH3 interaction inhibition (human) | Q07820 | GST-MCL1 / FITC-Bim-BH3 fluorescence polarization | inhibition, % at 10.9 µM | 0.68% of 320,000 active;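 active = inhibition above the mean inhibition of all tested compounds plus 3 SD, set per campaign, cut at about 40% in these data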;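 also: 0% = DMSO wells and 100% = unlabeled Bim-BH3 peptide control; higher means more loss of mP so more displacement of Bim peptide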
Target sequence (Q07820 whole entry, looked up): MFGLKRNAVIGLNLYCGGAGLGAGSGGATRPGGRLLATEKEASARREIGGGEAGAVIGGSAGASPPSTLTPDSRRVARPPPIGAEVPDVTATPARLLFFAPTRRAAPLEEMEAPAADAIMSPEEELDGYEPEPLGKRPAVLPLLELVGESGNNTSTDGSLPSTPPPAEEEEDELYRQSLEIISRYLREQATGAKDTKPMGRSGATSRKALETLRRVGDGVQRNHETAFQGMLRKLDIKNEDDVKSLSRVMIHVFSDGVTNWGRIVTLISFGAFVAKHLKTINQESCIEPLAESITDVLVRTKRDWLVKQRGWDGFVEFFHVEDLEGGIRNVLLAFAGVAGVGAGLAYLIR
MEX-5 binding – C. elegans MEX-5 TCR-2 RNA binding activity | MEX-5/FITC-TCR2 RNA binding, fluorescence polarization; stronger effect = lower value | 0.38% of 300,000 active | activity score (negative = inhibition of binding), % at 10 µM | Q9XUB2;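 active = inhibition past about -25% in most replicates, and total fluorescence under double the plate's negative control median, limit read from the data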;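 also: 0% = DMSO and -100% = 5 µM competing unlabeled TCR2 RNA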
Target sequence (Q9XUB2 whole entry, looked up): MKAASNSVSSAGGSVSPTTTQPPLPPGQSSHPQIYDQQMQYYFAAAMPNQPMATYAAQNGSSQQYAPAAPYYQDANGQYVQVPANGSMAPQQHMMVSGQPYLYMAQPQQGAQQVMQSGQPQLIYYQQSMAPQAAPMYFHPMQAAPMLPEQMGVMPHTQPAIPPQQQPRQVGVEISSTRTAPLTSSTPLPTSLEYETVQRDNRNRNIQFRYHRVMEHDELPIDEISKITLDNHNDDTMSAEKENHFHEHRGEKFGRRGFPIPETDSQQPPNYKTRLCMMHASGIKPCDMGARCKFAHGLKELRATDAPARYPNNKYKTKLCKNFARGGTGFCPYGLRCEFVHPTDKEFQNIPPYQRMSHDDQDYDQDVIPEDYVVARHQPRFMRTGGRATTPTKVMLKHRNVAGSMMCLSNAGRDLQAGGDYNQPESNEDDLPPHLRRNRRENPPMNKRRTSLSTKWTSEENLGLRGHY
pPAFAH inh – pPAFAH (human) enzyme inhibition. Q13093. recombinant pPAFAH, FP-rhodamine probe fluorescence polarization. inhibition, % at 3.39 µM. 1.5% of 330,000 active. AID 463082;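 active = inhibition above the mean inhibition across the screen plus 3 SD, cut at about 25% in these data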;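 also: inhibitors block binding of the rhodamine activity-based probe so polarization drops; 0% = enzyme with DMSO and 100% = wells lacking pPAFAH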
PAFAH1B2 inh – PAFAH1B2 (human) inhibition; P68402; AID 492953; 1.2% of 340,000 active; inhibition, % at 3.39 µM; recombinant PAFAH1B2, FP-rhodamine activity probe, fluorescence polarization;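 active = inhibition above the mean of all tested compounds plus 3 SD, cut at about 24% in these data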;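 also: 0% = enzyme with DMSO and 100% = wells lacking PAFAH1B2; many of its hits are not listed in these tables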
PME-1 inh – blocks human protein phosphatase methylesterase 1; Q9Y570; recombinant PME-1, FP-Rh probe fluorescence polarization; inhibition, % at 5.9 µM; 0.53% of 320,000 active;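 active = inhibition above the campaign mean of all compounds plus 3 SD, cut at about 26% in these data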;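 also: competitive labeling of PME-1 active site by serine hydrolase directed probe; 0% = PME-1 with DMSO and 100% = wells lacking PME-1 enzyme; inhibitors block probe labeling so polarization falls and inhibition rises; many of its hits are not listed in these tables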
Fam108B counter – counter-screen for RBBP9 inhibitors: inhibitors of mouse Fam108B; recombinant Fam108B, FP-Rh probe fluorescence polarization; inhibition, % at 9.51 µM; 0.33% of 300,000 active;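 active = inhibition above the screen mean inhibition plus 3 SD, computed separately per campaign, cut at about 18% in these data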;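 also: inhibitors lower polarization as less probe binds the enzyme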
An asterisk follows results filed as active; . = no result given. A portion of the library; rates above refer to the full screens.

Second line of a record – GLD-1 RNA inh	AHR act	Bcl-xL primary	MCL1 BIM primary	MEX-5 binding	pPAFAH inh	PAFAH1B2 inh	PME-1 inh	Fam108B counter
> Cc1ccc(C(OCCN(C)C)c2cccc(C(F)(F)F)c2)cc1 (stereo unspecified)
    3	-5	0	-1	6.2	6	2	1	-1
> CC(C)c1ccc(NC2CCCN(C(=O)c3cccc4nccnc34)C2)cc1 (stereo unspecified)
    1	4	1	2	1.7	1	6	-4	2
> CC1CC(C)(C)NC(=S)N1CCC(=O)N1CCN(c2ccccc2)CC1 (stereo unspecified)
    4	0	0	-1	-0.6	-1	4	2	1
> COC(=O)CCCC(=O)N(C)CC1CCCN(CCc2ccccc2C)C1 (stereo unspecified)
    1	-2	-3	6	-3.9	-1	3	-6	-1
> COc1ccc(CC(=O)Nc2ccc(S(=O)(=O)Nc3nc(C)cc(C)n3)cc2)cc1
    4	1	-1	0	.	5	2	0	3
> CN(C)c1ccc(NC(=O)c2ccc([N+](=O)[O-])cc2Cl)cc1
    -2	2	5	6	1.0	3	-6	1	4
> CN1CCN(C(=O)c2cnn(-c3ccccc3)c2NC(=O)c2ccccc2)CC1
    2	3	7	11	-1.6	6	1	3	1
> N=c1n(CC(=O)c2ccc([N+](=O)[O-])cc2)c2ccccc2n1Cc1ccccc1Cl
    -1	3	0	0	.	0	7	2	3
> O=C(CCCCN1CCCCC1)c1ccc2c(c1)Cc1ccccc1-2
    1	1	8	5	0.7	-1	10	-4	-1
> COCCOC(=O)c1c(C)oc2ccc(OC(=O)c3ccco3)cc12
    0	-2	8	10	0.6	-2	7	5	2
> CCSc1nnc(NC(=O)NC2CCCCC2)s1
    -4	16	0	8	-1.3	6	3	0	3
> COCc1ccc(C(=O)N2CCc3c([nH]c4ccccc34)C2c2ccccn2)s1 (stereo unspecified)
    3	11	0	-4	0.5	2	5	-8	0
> Cc1cccc(C)c1N1CCN(C(=O)Nc2ccc3c(c2)OCCO3)CC1
    6	2	6	12	-0.7	11	1	0	-2
> Cc1ccc(/C=N/N2CCN(c3ccc(Cl)cc3)CC2)o1
    3	-11	0	-7	.	8	15	6	5
> CCOC(=O)c1sc(NC(=O)CSc2nnc(C(C)C)n2C)nc1C
    4	2	6	4	1.3	4	-3	-1	0
> O=C(c1ccc(Cl)cc1)C1CCN(C(=O)C2CC2)CC1
    2	-13	4	-2	1.8	3	-2	-6	-2
> COC1=C(Nc2ccccc2OC)C(=O)c2ccccc2C1=O
    1	-1	22	5	1.5	1	.	-2	3
> Cc1ccccc1-n1c(SCc2c(C)noc2C)nnc1-c1c[nH]c2ccccc12
    8	-2	1	-8	-6.1	4	5	1	1
> COc1cccc(C(=O)Nc2ccc(S(=O)(=O)Nc3onc(C)c3C)cc2)c1
    -1	-1	5	2	-0.2	3	2	1	0
> CC(C)C(OC(=O)CN1C(=O)c2ccccc2C1=O)C(=O)NC1CCCC1 (stereo unspecified)
    -7	0	1	0	0.9	-1	0	-1	-4

Overlap with the part before: 2 entries, then new ones.
Second line of a record – GLD-1 RNA inh	AHR act	Bcl-xL primary	MCL1 BIM primary	MEX-5 binding	pPAFAH inh	PAFAH1B2 inh	PME-1 inh	Fam108B counter
> COc1cccc(C(=O)Nc2ccc(S(=O)(=O)Nc3onc(C)c3C)cc2)c1
    -1	-1	5	2	-0.2	3	2	1	0
> CC(C)C(OC(=O)CN1C(=O)c2ccccc2C1=O)C(=O)NC1CCCC1 (stereo unspecified)
    -7	0	1	0	0.9	-1	0	-1	-4
> CC(C)Oc1ccc(S(=O)(=O)N2CCOCC2)cc1NC(=O)C1CCCC1
    5	3	-1	-12	.	1	3	1	.
> NNC(=O)c1cccnc1Oc1ccccc1
    4	8	-1	1	0.1	-1	9	-5	0
> Cc1c(C(=O)NCc2ccccc2)cnn1-c1ccccc1
    0	-2	8	8	-1.1	-3	2	0	-4
> COCCOC(=O)c1[nH]c2c(c1C)C(=O)CC(c1ccc(OC)cc1)C2 (stereo unspecified)
    -1	10	5	5	-0.6	-3	5	0	3
> Oc1ccc(Br)cc1-c1nc2cnccn2c1NC1CCCCC1
    -1	5	9	7	3.8	0	5	7	11
> COc1cccc(-c2nc3n(n2)C(c2ccc4c(c2)OCO4)C(C(N)=O)=C(C)N3)c1 (stereo unspecified)
    7	5	0	0	-1.1	0	1	-3	5
> CN1CC(=O)N(CC(=O)NCCc2ccc(F)cc2)c2ccccc2C1=O
    4	2	-2	0	.	3	3	2	1
> CCc1cc(CNC(=O)c2ccc(OC)c(OC3CCN(C(C)C)CC3)c2)on1
    1	-3	3	8	-2.0	5	2	-3	-1
> Cc1ccc(S(=O)(=O)NCCCCCC(=O)Nc2nccs2)cc1
    4	3	11	8	-3.4	6	-6	6	8
> O=C(O)c1ccc(Cn2cc(/C=C\[N+](=O)[O-])c3ccccc32)o1
    0	13	12	21	-3.5	11	4	4	2
> CC1(C)NC(=O)N(CC(=O)OCC(=O)c2ccc(F)cc2)C1=O
    -2	-1	-5	-7	-3.4	2	5	6	1
> Cn1c(N)c(C(=O)Nc2ccc3ccccc3c2)sc1=S
    -10	93*	-8	-12	-1.8	-2	-1	-6	6
> CCC(C)(C#CCN1CCCCC1)OC(C)=O (stereo unspecified)
    -1	0	5	-1	0.4	4	4	-2	3
> CNc1ccccc1NC(=O)C1CCCN1C(=O)OCc1ccccc1 (stereo unspecified)
    8	5	4	1	0.7	-2	4	-3	-5
> CCCC12CN3CC(C)(CN(C1)C3c1ccc(OC)cc1)C2=O (stereo unspecified)
    4	0	1	4	2.2	1	2	-2	-1
> CCN(CC)c1ccc(N=Cc2ccccc2[N+](=O)[O-])cc1
    4	16	13	24	0.1	33*	0	5	7
> CSCCC(NC(=O)OC(C)(C)C)C(=O)NC(CC(C)C)C(N)=O (stereo unspecified)
    -1	6	-5	-2	0.7	3	-1	2	-5
> Nc1c(N)c2ccccc2oc1=O
    5	9	8	8	3.5	0	5	-1	4
> COc1nonc1NC(=O)CSc1nc2ccccc2[nH]1
    6	2	0	1	0.4	16	-2	-32	-1
> CCN1C(=O)N[C@@H](c2ccc(Br)cc2)C(C(=O)OC)=C1C
    1	-3	6	1	.	0	10	2	-4
> N#CCSc1nnc(SCC#N)s1
    5	0	5	17	-1.7	10	4	-4	7
> CCN(CC)CCCNC(=O)c1cc(-c2cccc(Cl)c2)on1
    4	-4	0	3	1.5	5	4	2	2
> CCn1c(SCC(=O)Nc2sc3c(c2C(N)=O)CCC(C)C3)nnc1-c1ccco1 (stereo unspecified)
    -3	9	-3	-2	-0.7	23	0	13	1
> CCOc1ccc(Nc2ccc(S(=O)(=O)N3CCN(C)CC3)cc2[N+](=O)[O-])cc1OCC
    1	-1	7	3	.	-1	18	-1	.
> O=c1[nH]c(=S)[nH]c2c1C(c1ccc(Br)cc1)c1c([nH]c(=S)[nH]c1=O)O2
    2	2	39*	72*	-71*	27*	-4	-54	-7
> CC1=C(C(=O)Nc2ccccc2F)C(c2ccsc2)C2=C(CC(c3ccccc3)CC2=O)N1 (stereo unspecified)
    1	10	1	-3	.	-10	8	4	-8
> O=C(Nc1ccc(Cc2ccncc2)cc1)C1CC1
    6	1	6	7	0.6	4	1	0	3
> COc1cccc(CN2CCN(C(=O)c3cc(-c4cccnc4)nc4ccc(C)cc34)CC2)c1
    -2	4	9	8	0.8	11	5	1	-2
> Cc1ccc(C(=O)Cn2c(=N)n(N)c3ccccc32)cc1
    -4	40	-1	-16	0.9	-2	5	0	-6
> O=C1CCC(C(=O)Nc2cc(C(F)(F)F)ccc2-n2cncn2)=NN1
    7	14	-2	-8	-1.5	-5	-4	-4	2
> CC(/C=C/c1ccccc1)=N/NC(=O)c1nc2nc(C)cc(C)n2n1
    -6	5	0	-3	-1.9	-5	4	-4	-2
> Cc1ccc(-c2csc(NC(=O)CCCc3cccs3)n2)cc1
    2	12	0	-5	0.2	-6	3	1	-4
> CN(C)S(=O)(=O)N1CCC(Oc2ccc(C(=O)NC3CCCCC3)cc2)CC1
    3	0	7	0	2.5	0	5	4	1
> Cc1nc2ncnn2c(C)c1Cc1ccc(Cl)cc1F
    1	1	-2	0	-2.6	-1	3	-4	2
> CCc1c(C(=O)N/N=C/c2cn[nH]c2-c2ccc(F)cc2)csc1C
    4	43	-1	8	2.1	0	3	-1	-1
> CC(OC(=O)C1CSC2(c3ccc(F)cc3)CCC(=O)N12)C(=O)NC(N)=O (stereo unspecified)
    8	-1	-3	-2	-3.5	7	1	0	1
> Cc1ccc(N(CC(=O)Nc2ccc3c(c2)OCCO3)S(=O)(=O)c2c(C)n[nH]c2C)cc1
    -5	45	4	-2	1.4	7	2	-5	-1
> O=C(NCCN1CCOCC1)c1cc(Sc2ccccc2Cl)nc2ccccc12
    1	0	3	2	1.1	14	.	6	1
> O=C(CSc1nnc(CNC(=O)c2cccs2)o1)Nc1ccccc1C(F)(F)F
    -1	5	4	5	.	1	-2	1	1
> Nn1c(SCc2cc([N+](=O)[O-])cc3c2OCOC3)nnc1-c1cccnc1
    -6	11	-8	-5	1.4	3	5	-3	-1
> CC1(C)CC(=O)C2=C(C1)Nc1ccccc1NC2c1ccc2c(c1)OCO2 (stereo unspecified)
    10	12	5	11	0.3	1	3	1	-3
> CN(CC(=O)N1CCCC1)S(=O)(=O)c1ccc2ccccc2c1
    1	1	0	2	0.4	-5	-2	-5	-3
> CCOc1ccc(S(=O)(=O)N2CCCCC2)cc1NC(=O)CN1CCCC1c1cccs1 (stereo unspecified)
    3	1	2	0	.	-8	-3	1	.
